PP1 counter: PP1-alpha phosphatase inhibitors, primary screen, counter-screen for PP5 inhibitor project, biochemical, fluorescence, OMFP substrate, single point. Serine/threonine-protein phosphatase PP1-alpha catalytic subunit (Homo sapiens), P62136. purified PP1alpha. inhibition, % at 6.7 µM. 320,000 tested, 0.9% active. AID 2235, 2010;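 active = inhibition above the mean inhibition of all tested compounds plus 3 SD, computed separately for each screening campaign, cut at about 15% in these data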
CTSL1 counter: Fasciola hepatica cathepsin L1 inhibitors, primary screen, counter-screen for PFM18AAP inhibitor project, biochemical, QFRET, fluorogenic peptide substrate; recombinant F. hepatica cathepsin L1, Z-Leu-Arg-MCA fluorescence; inhibition, % at 5.96 µM; 300,000 tested, 0.49% active;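 active = inhibition above the mean of all tested compounds plus 3 SD, set per screening campaign, cut at about 17% in these data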;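 also: 0% = plate median of test compound wells and 100% = 1 µM Z-Phe-Ala-diazomethylketone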
core dimer inh: inhibitors of HCV core protein dimerization, primary screen, biochemical, TR-FRET, high-throughput. TR-FRET GST/Flag-core106 dimerization, 1536-well. inhibition, % at 5 µM. 300,000 tested, 0.33% active. AID 1899, 2009;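 active = inhibition above the mean of all tested compounds plus 3 SD, set per screening campaign, cut at about 45% in these data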
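System – GST-tagged and Flag-tagged HCV core protein residues 1-106 · Repeats – one well for each compound · Technique – TR-FRET 671 and 617 nm emission · Doses – one concentration, 5 µM, in 0.5% DMSO · Times – 4 h, 22.5 °C incubation · Also added – Eu donor and XL665 acceptor anti-tag antibodies · Measure – percent inhibition of core106 dimerization signal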
proCasp7 act: procaspase-7 activators, primary screen, counter-screen for procaspase-3 activator project, biochemical, absorbance, HTS, human | Caspase-7 (Homo sapiens), P55210 | recombinant procaspase-7, Ac-DEVD-pNA absorbance 405 nm; D23A/D198A/D206A triple mutant, cannot self-cleave; scale: DMSO 0, 5 µM enzyme 100 | activation, % at 8.5 µM | 330,000 tested, 0.093% active | AID 463210, 2010;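 active = percent activation above the screen-wide mean plus 3 SD, cut at about 25% in these data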
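signal = Epi-absorbance of released pNA at 405 nm, two timepoints | assay system = Uncleavable procaspase-7 mutant enzyme | reagent = Ac-DEVD-pNA substrate, 400 µM as added | times = 1 h enzyme–compound preincubation and 2 h substrate reaction, both 25 °C | benchmarks = low DMSO alone, high DMSO plus 5 µM PC-7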
VLA-4 inh: inhibition in human VLA-4 binding assay, primary screen, VLA-4 allosteric modulator project, MLPCN library, flow cytometry, VLA-4 expressing cells; ligand binding flow cytometry; inhibition, % (about 7 µM as worked out from the volumes in the protocol); 330,000 tested, 0.2% active; AID 2557, 2010; in the data active = inhibition above about 50%
Target sequence (P13612 whole entry, looked up): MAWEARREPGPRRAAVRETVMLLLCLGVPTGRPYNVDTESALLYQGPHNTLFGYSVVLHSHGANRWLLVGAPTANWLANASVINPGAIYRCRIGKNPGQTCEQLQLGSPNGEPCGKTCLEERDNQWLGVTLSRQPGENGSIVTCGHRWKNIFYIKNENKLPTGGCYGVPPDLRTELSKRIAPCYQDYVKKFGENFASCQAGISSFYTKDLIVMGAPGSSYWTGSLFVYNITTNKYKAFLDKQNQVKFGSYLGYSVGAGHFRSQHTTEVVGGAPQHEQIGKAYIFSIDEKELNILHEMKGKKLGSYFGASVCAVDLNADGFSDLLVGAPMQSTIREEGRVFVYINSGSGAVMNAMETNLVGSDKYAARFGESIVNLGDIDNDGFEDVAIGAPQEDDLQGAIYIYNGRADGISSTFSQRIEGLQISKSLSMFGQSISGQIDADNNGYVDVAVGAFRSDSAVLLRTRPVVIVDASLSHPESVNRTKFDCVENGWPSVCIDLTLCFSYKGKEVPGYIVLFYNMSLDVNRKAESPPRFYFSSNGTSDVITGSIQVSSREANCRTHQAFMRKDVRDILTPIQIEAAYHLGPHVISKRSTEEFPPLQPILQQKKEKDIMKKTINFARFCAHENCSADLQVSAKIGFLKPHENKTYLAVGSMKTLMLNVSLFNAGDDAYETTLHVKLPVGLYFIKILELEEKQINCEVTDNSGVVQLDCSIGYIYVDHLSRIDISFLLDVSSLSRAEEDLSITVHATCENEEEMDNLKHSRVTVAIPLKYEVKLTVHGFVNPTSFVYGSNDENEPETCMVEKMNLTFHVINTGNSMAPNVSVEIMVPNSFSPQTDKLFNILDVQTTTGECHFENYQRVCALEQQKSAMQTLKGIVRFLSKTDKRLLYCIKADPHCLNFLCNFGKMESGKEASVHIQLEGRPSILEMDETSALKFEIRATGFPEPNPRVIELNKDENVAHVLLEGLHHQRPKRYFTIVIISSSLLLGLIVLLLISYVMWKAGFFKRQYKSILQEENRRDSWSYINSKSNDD
JMJD2C inh: inhibitors of GASC-1 histone demethylase, primary screen, biochemical, fluorescence, DELFIA europium. AID 2099, 2009. Lysine-specific demethylase 4C (Homo sapiens), Q9H3R0. inhibition, % at 2.35 µM. 330,000 tested, 0.069% active. GST-JMJD2C(1-420) H3K9me3 demethylation;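 active = more than half of a compound's replicate wells show inhibition beyond 50%, single wells judged on their own value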;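 also: signal counts dimethyl H3K9 product captured on neutravidin plate; 0% = median of DMSO wells and 100% = 0.3 times that DMSO median; strong numbers were not always called active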
PP5 primary: PP5 phosphatase inhibitors, primary screen, biochemical, fluorescence; Serine/threonine-protein phosphatase 5 (Homo sapiens), P53041; purified PP5c, OMFP substrate fluorescence; inhibition, % at 6.7 µM; 320,000 tested, 0.18% active; AID 1987, 2009;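 active = inhibition above the campaign's mean inhibition across all tested compounds plus 3 SD, cut at about 9.5% in these data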;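 also: 0% = DMSO only and 100% = 100 µM cantharidin control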
GRK2 aptamer HTS: compounds blocking aptamer binding on GRK2 – biochemical, human GRK2, bead flow cytometry, HTS, primary screen; AID 488847, 2010; FAM-aptamer displacement from GRK2; inhibition of aptamer binding, % at 10 µM; 330,000 tested, 0.59% active;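 active = inhibition of aptamer binding above 40%, roughly 3 SD of noise, on plates passing a quality check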;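 also: median bead fluorescence of bound FAM aptamer so fluorescent compounds give negative values; no value below 0 was filed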
proCasp3 act: activators of human procaspase-3 D3A mutant, primary screen, biochemical, absorbance, PC-3 D3A mutant, single concentration | activation, % at 8.5 µM | recombinant procaspase-3 D3A, Ac-DEVD-pNA absorbance 405 nm | 330,000 tested, 0.11% active | Caspase-3 (Homo sapiens), P42574;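 active = activation above the mean of all tested compounds plus 3 SD, cut at about 21% in these data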;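 also: 0% = DMSO alone and 100% = DMSO wells spiked with extra 5 µM PC-3 D3A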
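Test system: Procaspase-3 D3A mutant, all three cleavage aspartates alanine | Dosing: Single dose, 8.5 µM nominal compound, 0.8% DMSO | Schedule: 1 h preincubation, 2 h reaction | Technique: 405 nm absorbance of p-nitroaniline, reads at 0 and 120 min | Repeats: One well per compound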
The depositor's hits bear a star; x = no result given; & = joins results of further samples.

SMILES,PP1 counter,CTSL1 counter,core dimer inh,proCasp7 act,VLA-4 inh,JMJD2C inh,PP5 primary,GRK2 aptamer HTS,proCasp3 act
Cc1ccc(SCC(=O)Nc2ccc(N3CCN(C)CC3)c(F)c2)c(C)c1,4,-2,-3,5,24,-3,-0.9,0,1
CCOC(=O)CSc1nnc(CSc2nc(N)c3c(C)c(C)sc3n2)n1-c1ccccc1,-4,-2,17,-10,14,-7,2.0,1,5
COC(=O)C1=CC(C(=O)c2cccs2)=NN(c2ccc(OC)cc2)C1C(=O)OC (centres undefined),-1,4,11,1,-5,-6,2.2,4,-9
C=CCn1c(NC(=O)c2ccco2)nc2ccccc21,-5,3,-13,-3,-5,3,-1.3,4,-3
CC(=O)c1ccc(S(=O)(=O)N(C)CCCC(=O)N(C)Cc2ccccc2F)cc1,0,6,6,0,13,6,-0.3,0,7
O=C(Oc1cccc2ccccc12)c1ccncc1,0,-4,-4,12,-12,3,-2.5,0,5
CC(=O)c1cccc(NC(=O)C2CCN(C(=O)c3ccc([N+](=O)[O-])cc3)CC2)c1,-1,-4,-12,5,-5,13,2.5,1,0
O=C(Oc1cccc(Br)c1)c1cccnc1,0,-2,0,2,5,-3,-0.4,0,9
COc1ccccc1N1CCN(S(=O)(=O)c2c(C)[nH]c(C)c2C(=O)N2CCCCC2)CC1,-1,-1,1,-1,25,-4,-1.2,4,-12
Cc1ccc(N2CC(C(=O)Nc3nnc(SCC(=O)N4CCOCC4)s3)CC2=O)cc1 (centres undefined),-1,-3,4,1,-1,7,3.1,5,6
O=C(NCCCCc1ccccc1)C1CC(c2ccc([N+](=O)[O-])cc2)=NO1 (centres undefined),0,4,8,9,3,-5,2.1,2,8
CCc1nonc1NC(=O)c1oc2cc(Br)ccc2c1C,-12,-2,9,-3,-5,2,-1.9,3,0
COc1cc(C(=S)N2CCCCC2)ccc1OCC(=O)Nc1ccccc1Cl,0,1,11,-5,23,10,2.6,1,-2
COc1ccc(CCNC(=O)c2ccc(OCc3c(C)noc3C)cc2)cc1OC,2,x,x,-4,6,13,4.2,4,3
O=C(NCC1CCCN(C(=O)c2cccc(C(F)(F)F)c2)C1)c1ccc(F)cc1 (centres undefined),1,-1,1,2,15,-14,-1.0,6,4
O=C(O)CNc1ccc(S(=O)(=O)C(F)(F)F)cc1[N+](=O)[O-],-5,-5,4,-10,2,-7,1.3,4,-2
Cc1ccc(C)c(OCC(=O)NNC(=O)c2ccc(=O)[nH]c2)c1,-3,x,x,-12,-17,-2,0.3,0,0
O=C(CSc1nc2c(sc3ccccc32)c(=O)n1CCCN1CCCC1)NCc1ccccc1,4,-2,-3,6,-16,-8,1.7,0,-5
CC1=C(C(=O)OC(C)C)C(c2cccnc2)C2=C(CCCC2=O)N1 (centres undefined),-3,-2,-1,-1,8,3,2.3,3,-4
O=C(CCSCCC(=O)Nc1ccccc1F)Nc1ccccc1F,0,-11,-1,5,2,-2,-1.4,0,-1
CCOC(=O)c1c(NC(=O)CSc2nnc(-c3cccc(C)c3)n2CC)sc(C(C)=O)c1C,5,5,11,1,-5,-15,1.5,0,-3
COc1ccc(OC)c(-c2nc(C(=O)NCCCN3CCOCC3)cc3c2[nH]c2ccccc23)c1,7,-1,3,-1,4,13,0.8,0,8
COc1cc(Cc2cnc(N)nc2N)cc(OC)c1OC,-2&1,-4&-3,4&-11,7&-10,38&19,-20&-1,0.3&1.4,0&0,4&6
COc1ccc(Cn2c(-c3ccc(C)cc3)nc3c(c(=O)c4ccccc4n3C)c2=O)cc1,9,1,30,1,33,2,2.7,0,12
N#Cc1c(/N=C/C=C/c2ccccc2)sc2c1CCCC2,-2,3,0,-20,3,-1,2.8,0,-12
CCCN(C(=O)COc1ccc(Cl)cc1Cl)c1c(N)n(Cc2ccccc2)c(=O)[nH]c1=O,-4,1,7,-3,0,-6,-3.3,1,6
COc1ccc(CCNC2=CC(=O)N(c3ccc(F)cc3)C2=O)cc1,3,-1,2,-17,-1,-1,-1.1,0,-40
CCOC(=O)c1nn(-c2ccccc2C)c2nc(Nc3ccccc3)cc(=O)n12,1,1,-6,-23,-4,-2,2.6,0,-10
CN(C)c1ccc(C(=S)N2CCN(S(=O)(=O)c3ccccc3)CC2)cc1,2,2,7,1,-3,-3,1.5,0,-7
Cc1ccc(NC(=O)c2cccc(OC(F)F)c2)c(OC(F)F)c1,-3,-1,-1,4,15,11,1.4,1,4
CCCCOc1ccc(NC(=O)C(=O)NCCC2=CCCCC2)cc1,0,2,-8,-9,-12,11,1.6,5,5
CN(C)S(=O)(=O)n1cc(/C=C(\NC(=O)c2ccccc2)C(=O)N2CCOCC2)c2ccccc21,-2,-5,6,10,4,-2,0.2,4,0
Cc1cccn2c(=O)c(/C=C(\C#N)S(=O)(=O)c3ccccc3)c(N3CCC(C(N)=O)CC3)nc12,-1,-1,6,-19,-2,2,1.2,4,-9
O=C(OCC(=O)N1CCC(Cc2ccccc2)CC1)c1cncc(Br)c1,x,x,x,6,17,-6,x,0,-5
Cc1ccc(-c2csc(NC(=O)c3cccc(S(=O)(=O)N4CCN(C)CC4)c3)n2)cc1,-3,0,-1,7,-26,5,1.8,0,14
O=C(NC1=NCCS1)c1nc(-c2ccccc2)n(-c2ccccc2)n1,2,1,3,2,-2,1,-0.5,0,5
Cc1csc(NC(=O)CSc2nnc(NC(=O)COc3ccc(Cl)cc3)s2)n1,1,-2,3,7,-2,2,1.0,0,5
Cc1ccc(-c2cc(-c3ccc(C)cc3O)[nH]n2)cc1,5,1,2,3,5,-8,5.8,0,10
CCCN(C(=O)CSc1nnnn1-c1ccccc1OC)C1CCS(=O)(=O)C1 (centres undefined),0,0,-3,2,-3,-1,3.0,0,-3
Cc1nn(Cc2ccccc2)c(C)c1NC(=O)CCCn1nc(C)c([N+](=O)[O-])c1C,-1,-2,1,-3,4,3,1.2,2,-1
COc1ccc(-c2cc(C(F)(F)F)n3nc(N)nc3n2)cc1,0,6,-1,-7,0,0,0.7,1,-2
C=CCC(=O)OCC(=O)Nc1ccc(Cl)cn1,-2,-12,-2,14,2,1,1.1,2,-3
CCOc1ccc(C(C(=O)NC2CCCCC2)N(C(=O)c2ccco2)c2ccc(-n3cnnn3)c(C)c2)cc1 (centres undefined),6,3,10,5,-1,18,3.3,0,6
CC1Oc2ccccc2N(Cc2ccccc2F)C1=O (centres undefined),3,3,2,0,1,6,0.3,1,-2
N#CC1=C(N)SC(N)=C(C#N)C1CCc1ccccc1,0,-2,40,-14,2,2,-0.2,0,-11
O=C(Cn1cnc2cc([N+](=O)[O-])ccc2c1=O)Nc1ccc(N2CCOCC2)cc1,-1,0,6,-4,3,-7,2.9,3,-3
Cc1ccc(Sc2nc(C)c([N+](=O)[O-])c(C)c2C#N)cc1,-3,4,2,0,-16,2,-1.9,2,6
CCOc1cc(C(=O)OCC(=O)Nc2cccc(C)c2)ccc1OCC(=O)N1CCOCC1,-4,-4,-1,15,-10,-4,-0.9,1,-6
O=C(CCc1nnc2n(Cc3ccc(F)cc3)c(=O)c3ccccc3n12)NCCCN1CCOCC1,-2,2,-4,-7,1,-2,0.7,0,6
CC(=O)c1c(-c2ccc(Cl)cc2Cl)noc1C,-4,6,-1,3,-2,6,-2.2,0,1

Already shown: an excerpt of the list.
SMILES,PP1 counter,CTSL1 counter,core dimer inh,proCasp7 act,VLA-4 inh,JMJD2C inh,PP5 primary,GRK2 aptamer HTS,proCasp3 act
O=C(CCc1nnc2n(Cc3ccc(F)cc3)c(=O)c3ccccc3n12)NCCCN1CCOCC1,-2,2,-4,-7,1,-2,0.7,0,6
CC(=O)c1c(-c2ccc(Cl)cc2Cl)noc1C,-4,6,-1,3,-2,6,-2.2,0,1

(more compounds)
SMILES,PP1 counter,CTSL1 counter,core dimer inh,proCasp7 act,VLA-4 inh,JMJD2C inh,PP5 primary,GRK2 aptamer HTS,proCasp3 act
CCCn1nc(C(=O)Nc2nnc(C3CC3)s2)c2ccccc2c1=O,-1,x,x,0,0,-26,-1.2,1,3
O=C(CCC(=O)N1CCN(c2ccccc2F)CC1)N1CCN(c2ccccc2)CC1,0,-3,1,5,7,-4,-0.4,0,5
O=C(NC(=S)NCc1ccc2c(c1)OCO2)c1ccccc1,3,-5,-4,-14,8,-7,3.6,2,-13
Cc1ccc(-c2n[nH]c(=S)n2/N=C/c2cc3c(cc2[N+](=O)[O-])OCO3)cc1,0,2,6,-3,-6,8,-2.3,0,-7
O=S(=O)(c1ccc(Cl)nc1)N1CCN(c2ncccn2)CC1,-1,-1,0,1,1,-1,-0.4,0,3
Cc1ccccc1Nc1c(-c2ccccn2)nc2c(C)cccn12,13,1,-2,-5,0,-1,2.4,0,-10
O=C(c1ccc(CS(=O)Cc2ccc(Cl)cc2)o1)N1CCN(c2ccccc2F)CC1 (centres undefined),0,2,7,-5,1,-1,1.9,1,7
COc1cccc(CNCc2ccccc2OC)c1,-3,-1,2,3,4,-14,-0.7,0,3
Cc1nc2ccccc2c2oc(C(=O)NCCN3CCN(C)CC3)cc12,2,0,-4,-6,35,4,-0.2,0,13
CC(NC(=O)/C(C#N)=C/c1cn(-c2ccccc2)nc1-c1ccc(F)cc1)c1ccccc1 (centres undefined),0,-4,17,-1,17,2,-0.1,0,-1
FC(F)Oc1ccccc1NC(=S)Nc1cccnc1,-1,5,-1,-11,3,-29,-3.4,0,-9
Cc1c(C(=O)Nc2cccc(Cl)c2)cn2c(nc3ccccc32)c1C#N,-8,8,-5,-2,0,-1,0.9,0,-14
COC(=O)C1=C(C(=O)OC)C2C(C)=CC(C)=CN2C(C(=O)OC)=C1C(=O)OC (centres undefined),-9,-7,-8,-5,2,-9,-0.5,6,-2
CCOC(=O)c1c(C)nc2sc(C(=O)Nc3ccc(OC)cc3)c(N)c2c1-c1ccc(OC)cc1,-1,-6,2,1,15,-38,3.7,0,-10
CCOC(=O)Nc1ccc2c(CN3CCN(S(=O)(=O)c4ccc(C(C)C)cc4)CC3)cc(=O)oc2c1,-2,x,x,-5,36,13,0.7,2,0
O=C(O)c1cccc(COc2ccccc2Cl)c1,-3,-1,-5,-7,-9,80,1.1,1,5

Source: PubChem BioAssay (several laboratories)
